Source: PubChem BioAssay (National Center for Advancing Translational Sciences (NCATS))
DT40 TDP1 no CPT: qHTS for Inhibitors of human tyrosyl-DNA phosphodiesterase 1 (TDP1): qHTS in cells in absence of CPT. DT40 Tdp1-/- hTDP1 cells, no CPT, ATP luminescence, 48 h. 420,000 tested, 15% active. Potency, µM (top dose mostly 46.2 µM), inactives show at the top dose activity change, negative = growth inhibition, usual class: inhibitors; note: nearly all actives have a fitted effect of over 55% in size
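Growth of hTDP1-complemented DT40 Tdp1-knockout cells is measured by ATP luminescence after at least 48 hr compound exposure at 37 °C, with DMSO substituting for the 20 nM CPT used in the parallel screen.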
TDP1 cell CPT: DT40-hTDP1 cell growth loss with CPT | chicken DT40 Tdp1-/-;hTDP1 cells + 20 nM CPT, ATP luminescence, 48 h | Potency, µM (highest dose often 46.2 µM), for the others: at the highest dose activity change, negative = growth inhibition, most hits filed as inhibitors | 420,000 tested, 12% active | AID 686979; note: nearly all actives have a fitted effect of over 55% in size
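Chicken DT40 Tdp1-/- cells complemented with human TDP1, 400 cells/well, exposed to compounds plus 20 nM camptothecin for at least 48 h at 37 C; viability read as ATP content by CellTiter-Glo luminescence.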
GCN5L2 inh: GCN5L2 (KAT2A) acetyltransferase inhibition; Q92830; 390,000 tested, 0.21% active; Potency, µM (series often up to 58.9 µM), inactives show top-dose activity change, negative = inhibition, hits mostly inhibitors; GCN5L2 HAT assay, ThioGlo1 CoA-SH fluorescence
Target sequence (Q92830 whole entry, looked up): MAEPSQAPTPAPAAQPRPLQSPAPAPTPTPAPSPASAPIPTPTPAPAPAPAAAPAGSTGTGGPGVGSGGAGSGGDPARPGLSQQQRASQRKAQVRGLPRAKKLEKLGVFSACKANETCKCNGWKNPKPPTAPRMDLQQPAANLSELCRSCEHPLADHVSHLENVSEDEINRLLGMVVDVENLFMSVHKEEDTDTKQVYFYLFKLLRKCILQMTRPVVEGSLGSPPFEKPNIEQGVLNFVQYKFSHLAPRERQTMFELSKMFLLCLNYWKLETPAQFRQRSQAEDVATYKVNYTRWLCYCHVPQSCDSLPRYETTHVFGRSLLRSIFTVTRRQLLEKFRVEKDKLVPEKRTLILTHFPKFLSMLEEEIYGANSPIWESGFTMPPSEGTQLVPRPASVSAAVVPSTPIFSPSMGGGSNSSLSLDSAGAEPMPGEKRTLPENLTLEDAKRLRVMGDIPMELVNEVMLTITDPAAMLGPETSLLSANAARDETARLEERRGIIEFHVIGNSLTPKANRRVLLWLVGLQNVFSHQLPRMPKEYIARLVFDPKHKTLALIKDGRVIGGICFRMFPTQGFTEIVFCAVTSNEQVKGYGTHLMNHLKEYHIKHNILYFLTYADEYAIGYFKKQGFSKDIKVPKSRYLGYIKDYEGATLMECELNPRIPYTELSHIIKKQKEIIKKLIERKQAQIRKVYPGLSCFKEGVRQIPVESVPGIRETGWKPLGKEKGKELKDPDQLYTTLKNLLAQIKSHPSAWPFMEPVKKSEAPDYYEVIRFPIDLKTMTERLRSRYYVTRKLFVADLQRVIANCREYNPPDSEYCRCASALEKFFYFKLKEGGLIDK
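Enzyme at 20nM final was mixed with library compounds for 15 min at room temperature. Peptide H3(1-25) at 75uM, acetyl-CoA at 70uM and ThioGlo1 at 50uM were then added. Plates were read immediately and after 20 min (Ex340nm/Em540nm).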
An asterisk follows results filed as active; ? = inconclusive; nt = no result given; ! = not active in a repeat; [ ] = remark or other dose. Calls come from the whole dose curve; as a rule, active = well fitted curve in the direction sought with a large enough effect; inconclusive = small, poorly fitted or top-dose-only effect, or another doubt; inactive = no such curve, though single readings can be large; an effect the other way counts as inactive or inconclusive. % is set by controls: 0 for no effect and ±100 for the full control effect; potency is the fitted concentration of half-maximal effect. A portion of the library; the hit share may differ from the screen's.

Every second line gives: DT40 TDP1 no CPT, TDP1 cell CPT, GCN5L2 inh
1	O=C(CCC(=O)OCC(=O)c1cccc([N+](=O)[O-])c1)Nc1cccc(Cl)c1Cl
  -1.1%, 15.0%, -1.8%
2	COC(=O)CSc1nc(NCC(C)C)nc(N2CCOCC2)n1
  -14.7%, -20.5%, -1.0%
3	O=C(CSCc1ccccc1Br)NNC(=S)NCc1ccco1
  4.3%, 11.7%, -8.9%
4	Cc1ccsc1/C=N/NC(=O)CSCc1ccc(Cl)cc1
  -11.2%, -3.3%, -12.4%
5	COc1ccc(-c2csc(-n3ncc(-c4cccs4)c3N)n2)cc1
  -13.8%, ?, -1.4%
6	O=C(CN1CCOCC1)Nc1ccc(NC(=O)c2ccccc2F)cc1
  -17.4%, -10.8%, -7.8%
7	CC(=O)c1sc(NC(=O)C2CCCN2S(=O)(=O)c2ccccc2F)nc1C (stereo unspecified)
  0.0%, -20.6%, 3.3%
8	CCCn1c(Nc2nc3ccccc3n2C)nc2ccccc21
  ?, -8.7%, -16.5%
9	CCc1ccccc1NC(=O)C(=O)NCC(c1cccnc1)N1CCN(c2ccccc2F)CC1 (stereo unspecified)
  14.6µM*, ?, -7.0%
10	COC(=O)CCCC1=CC2=CC(=O)C(C)(OC(=O)c3cccs3)C(=O)C2=CN1C1CCCCC1 (stereo unspecified)
  -21.1%, -13.7%, 31.2%[activator]
11	Cc1cc(O)ccc1N1C(=O)c2cccc3cc([N+](=O)[O-])cc(c23)C1=O
  ?, ?, -7.2%
12	CCN(CC(=O)N1CCCC1)S(=O)(=O)c1cc(C)ccc1OC
  -2.7%, 17.7%, 1.5%
13	COc1ccc(C(=O)NCc2ccco2)cc1S(=O)(=O)N1CCOCC1
  -8.8%, -0.2%, -4.1%
14	CC(C)(C)NC(=O)NC(=O)CSc1nncs1
  -4.0%, -1.0%, 0.8%
15	Clc1ccc(-n2nnc(-c3ncc[nH]3)n2)cc1Cl
  -7.1%, -15.1%, nt
16	O=C(O)CCCC(=O)Nc1ccccc1C(=O)N1CCCC1
  -10.5%, 4.7%, 2.7%
17	Cn1nnnc1SCCNCc1ccncc1
  -0.6%, -6.6%, -3.3%
18	COc1cccc(-n2cc(C(=O)NCCc3ccc(C)cc3)c3ccccc3c2=O)c1
  10.3µM*, 8.2µM*, -6.8%
19	Cc1cc(Cl)c(S(=O)(=O)N2CC(C)OC(C)C2)cc1OCC(N)=O (stereo unspecified)
  -22.9%, 2.0%, -9.4%
20	Cc1[nH]nc(-c2ccc(OCc3cnn(-c4ccccc4)c3)cc2O)c1Oc1ccc(Cl)cc1
  ?, 18.4µM*, -10.7%
21	COCCN1C(=O)c2ccccc2C(C(=O)NCCCN2CCCC2=O)C1c1c[nH]c2ccccc12 (stereo unspecified)
  13.3%, -19.2%, -1.8%
22	O=C(CSc1nnc(-c2ccncc2)o1)Nc1ccccc1C(F)(F)F
  -12.4%, -1.9%, -0.1%
23	COc1cc2ccccc2cc1C(=O)NC(=S)Nc1cc(C(=O)O)ccc1C
  ?, -20.9%, -10.4%
24	Cc1cc(N2CCOCC2)n2nc(C)c(-c3ccccc3)c2n1
  ?, -4.9%, 1.1%
25	CC(C)(C)OC(=O)N1CCC[C@H]1C(=O)OCC(=O)Nc1cc(S(C)(=O)=O)ccc1Cl
  -9.9%, ?, 2.5%
26	CC1CC(C(F)(F)F)n2ncnc2N1 (stereo unspecified)
  0.5%, 6.1%, -5.1%
27	COc1ccc(Cl)cc1NC(=O)c1noc(C)c1[N+](=O)[O-]
  2.31µM*, 2.91µM*, -3.0%
28	COc1ccccc1Oc1ccc(-c2cnc3ccccc3n2)cc1[N+](=O)[O-]
  7.31µM*, 23.1µM*, 0.0%
29	O=C1NC(=O)N(Cc2ccccc2F)C1=O
  -6.6%, 1.7%, 10.5%
30	CN(Cc1ccc(F)cc1)C(=O)c1ccc2c(c1)NC(=O)CS2
  8.0%, 5.4%, -9.5%
31	O=C(CSc1ccccn1)N1CCOCC1
  -20.6%, -4.2%, 2.0%
32	CC(C)[C@H](NS(=O)(=O)c1ccccc1)C(=O)OCC(=O)NC(=O)NC1CCCCC1
  ?, ?, 0.8%
33	COc1ccc(-c2nn(CC(=O)Nc3ccccc3F)c3c2cnc2ccc(F)cc23)cc1
  ?, ?, 3.9%
34	COc1ccc(-c2c3c(=O)n(C)c(=O)n(C)c3cn2-c2cccc(N)c2)cc1
  23.1µM*, ?, -1.2%
35	CCOc1ccc(NC(=O)c2ccccc2OC)cc1
  -20.3%, -5.9%, -6.0%
36	CCCOC(=O)Nc1cc(OC)ccc1[N+](=O)[O-]
  2.0%, 6.4%, -1.1%
37	Cc1ccc(NC(=O)C2CCN(S(=O)(=O)c3c(C)n[nH]c3C)CC2)nc1
  -11.7%, -9.4%, -8.1%
38	CN(C)C(=O)CCc1ccc2c3c([nH]c2c1)[C@]1(CCc2ccccc2)[C@@H](C(=O)N2CCCCC2)C[C@H](CC(=O)NC(C)(C)C)C(=O)N1CC3
  ?, ?, -6.0%
39	O=C(OCc1nc2ccccc2[n+]([O-])c1C(=O)c1ccccc1)c1ccco1
  2.8%, -7.3%, 2.4%
40	C(=N\Nc1nc(-c2ccccc2)cs1)/c1cccnc1
  ?, 12.6µM*, -2.9%

Molecules above that contain two or more sulfur atoms (5):
Every second line gives: DT40 TDP1 no CPT, TDP1 cell CPT, GCN5L2 inh
3	O=C(CSCc1ccccc1Br)NNC(=S)NCc1ccco1
  4.3%, 11.7%, -8.9%
4	Cc1ccsc1/C=N/NC(=O)CSCc1ccc(Cl)cc1
  -11.2%, -3.3%, -12.4%
5	COc1ccc(-c2csc(-n3ncc(-c4cccs4)c3N)n2)cc1
  -13.8%, ?, -1.4%
7	CC(=O)c1sc(NC(=O)C2CCCN2S(=O)(=O)c2ccccc2F)nc1C (stereo unspecified)
  0.0%, -20.6%, 3.3%
14	CC(C)(C)NC(=O)NC(=O)CSc1nncs1
  -4.0%, -1.0%, 0.8%

Next compounds
Every second line gives: DT40 TDP1 no CPT, TDP1 cell CPT, GCN5L2 inh
41	Cc1c(NC(=O)CN2C(=O)C(=O)c3ccccc32)c(=O)n(-c2ccccc2)n1C
  -1.8%, 8.5%, 2.5%
42	C=CCn1c(SCC(=O)Nc2ccc(N3CCOCC3)cc2)nnc1-c1ccncc1
  5.1%, 2.3%, -2.7%
43	O=C(NCC(=O)N1CCCC1)c1ccc(Cl)cc1
  -1.6%, -2.5%, -12.9%
44	CCOC(=O)C1C(=O)NC(N2CCCCC2)=NC1c1ccccc1 (stereo unspecified)
  7.2%, -12.2%, 4.0%
45	Cc1ccc(NCc2nnc(SCC(=O)N3CCCc4ccccc43)o2)c(C)c1
  18.4µM*, 5.8µM*, -9.7%
46	CCCc1nc2ccccc2n2c(-c3cccc(C)c3)c3c(=O)n(C)c(=O)n(C)c3c12
  8.2µM*, ?, -8.8%
47	CCC1CN(C(=O)Nc2cccc3c2CCCC3)c2cc(C)ccc2O1 (stereo unspecified)
  ?, ?, -1.1%
48	CCc1cccc(NS(=O)(=O)c2cc(-c3cnc(C)o3)ccc2OC)c1
  ?, ?, -1.0%
49	O=C(COC(=O)CSc1ccc(F)cc1)NCCCc1ccccc1
  -14.7%, -14.8%, 0.6%
50	O=C(CSc1ccc(-c2ccccn2)nn1)N1CCCc2ccccc21
  ?, ?, 5.5%
51	CC(=O)c1ccc(N2CCN(C(=O)C3CCN(S(=O)(=O)c4cccc5nonc45)CC3)CC2)cc1
  23.1µM*, ?, -10.6%
52	Cc1ccc(S(=O)(=O)NNC(=O)c2cccnc2)cc1
  -0.5%, -2.7%, -0.1%
53	Cc1c(C(=O)NCc2ccc(F)cc2)sc2nc(-c3ccc(F)cc3)cn12
  ?, 7.6%, 2.0%
54	CN1CCN(c2ccc(Cl)cc2NC(=O)C2COc3ccccc3O2)CC1 (stereo unspecified)
  29.1µM*, ?, -12.9%
55	CCCn1c(C2CCCN2c2nc(-c3cccc(Br)c3)cs2)nc2cc(Cl)c(Cl)cc21 (stereo unspecified)
  18.4µM*, ?, ?
56	Cc1cccc(NC(=O)CSCC(=O)Nc2cc(S(=O)(=O)N3CCOCC3)ccc2OC(C)C)c1
  ?, 3.8%, 0.6%
57	Cc1cccc(C(=O)NCC(c2cccs2)S(=O)(=O)c2cccs2)c1 (stereo unspecified)
  14.6µM*, ?, -8.1%
58	Cc1ccc(-c2nnn(CC(=O)N(c3cccc(F)c3)C(C(=O)NC(C)(C)C)c3ccco3)n2)o1 (stereo unspecified)
  -27.5%, -28.7%, -3.8%
59	O=C(Nc1c[nH]c(=O)[nH]c1=O)c1ccccc1Br
  20.2%, -6.5%, -3.9%
60	CCOC(=O)Cn1cnc2c(cnn2-c2ccc(OC)cc2)c1=O
  -7.6%, -17.2%, -6.0%
61	COc1nccnc1NS(=O)(=O)c1ccc(NC(=S)NC(=O)c2ccc(F)cc2)cc1
  -18.5%, -17.5%, 1.4%
62	FC(F)(F)c1ccccc1-c1nc(NC2CC2)c2ccccc2n1
  -27.3%, -5.4%, -10.1%
63	CCCCn1c(N)c(N(CC(C)C)C(=O)COC(=O)Cc2cccc(OC)c2)c(=O)[nH]c1=O
  1.3%, -6.1%, 1.0%
64	CCN1CCN(C(=O)CN(c2ccc(F)c(Cl)c2)S(C)(=O)=O)CC1
  -28.8%, -9.4%, -4.2%
65	Nn1c(SCC(=O)Nc2ccc3c(c2)OCO3)nncc1=O
  ?, -21.0%, -12.9%
66	O=C(/C=C/c1ccc(F)cc1)N1CCCc2ccccc21
  18.4µM*, ?, -6.0%
67	Cc1ccc(S(=O)(=O)N2CCOCC2)cc1NC(=O)CSc1ccc(Cl)cc1
  ?, ?, 0.5%
68	CC(C)(C)C(=O)Nc1ccnn1C1CCN(C(=O)c2cccc(Cl)c2)CC1
  ?, -20.0%, 1.8%
69	COc1cccc(OC)c1NC(=O)C1CCCN1C(=O)NCc1ccccc1 (stereo unspecified)
  -2.6%, -16.7%, -7.9%
70	O=C(C[C@H]1C(=O)N(c2ccc(F)c(F)c2)C[C@@H]1Cc1ccccc1)Nc1ccccc1
  15.8µM*!, 11.2µM*, 1.4%
71	CC(=O)Nc1ccc2nc(NC(=O)c3ccc([N+](=O)[O-])o3)sc2c1
  ?, ?, -7.2%
72	C[C@H]1NC(=O)[C@]2(C)[C@@H](c3ccccc3)[C@H]3COc4ccccc4[C@@H]3N2C1=O
  -13.6%, 0.0%, nt
73	COc1ccc(N2CCN(c3ncnc4onc(-c5ccc(F)cc5)c34)CC2)cc1
  ?, ?, 4.4%
74	COc1ccccc1N1CCN(S(=O)(=O)CCNC(=O)c2cc(OC)c(OC)c(OC)c2)CC1
  ?, ?, -2.6%
75	N#Cc1cccc(NC(=O)N2CC3(CCN(C(=O)c4cnccn4)CC3)C2)c1
  -1.6%, 8.7%, 2.8%
76	CN1CCN(c2ccc(S(=O)(=O)N3CCCCC3)cc2NC(=O)c2cccc([N+](=O)[O-])c2)CC1
  -21.4%, -23.5%, -2.4%
77	O=c1cc(C=NNc2ccccc2)[nH]c(=O)[nH]1
  2.0%, 6.8%, nt
78	O=C(COC(=O)Cc1ccccc1F)Nc1ccccc1[N+](=O)[O-]
  4.2%, -14.1%, -14.3%
79	O=S1(=O)CC(N2CCN(CCO)CC2)CN1Cc1cn(Cc2ccccc2C(F)(F)F)nn1 (stereo unspecified)
  21.2%, 9.4%, nt
80	CCN(c1ccccc1)S(=O)(=O)c1ccc(C(=O)NCC(c2cccs2)N(C)C)cc1 (stereo unspecified)
  ?, -12.0%, -5.0%
81	COc1cccc(NC(=O)c2c(-c3ccc(C)cc3)nnc3ccccc23)c1
  -17.1%, ?, 24.5%
82	COC(=O)[C@]1(C)N[C@H](CN(C)C(=O)c2ccc(C)cc2)[C@@H]2C(=O)N(C)C(=O)[C@@H]21
  16.1%, 14.8%, -2.4%
83	CCCCCC(=O)N1CCCC1
  -15.7%, 2.4%, -0.2%
84	O=C(CCc1ccccc1)Nc1nnc(-c2ccc3c(c2)OCCO3)o1
  -28.2%, -29.2%, -19.0%
85	Cc1ccc(C)c(C(O)c2ncc(-c3ccc4ccccc4c3)[nH]2)c1 (stereo unspecified)
  ?, 18.4µM*, nt
86	COc1cccc(CC(NC(C)=O)C(=O)NC2CCN(C(=O)Nc3ccc(C)cc3)CC2)c1 (stereo unspecified)
  -14.9%, 11.1%, -7.6%
87	COc1ccc(-c2oc3ncnc(NCCN4CCOCC4)c3c2-c2ccc(OC)cc2)cc1
  14.6µM*, ?, 2.2%
88	CC(=O)c1cccc(OCc2cc(C(=O)N3C[C@@H](C)O[C@@H](C)C3)no2)c1
  -3.0%, ?, 0.4%
89	COc1cc(C2CC(=O)Nc3c2c(C)nn3-c2nncc(-c3ccccc3)n2)cc(OC)c1OC (stereo unspecified)
  -8.7%, ?, -10.1%
